hK5 inh = inhibitors of human kallikrein 5; Q9Y337; AID 873; actives 0.59% (n = 210,000); inhibition, % at 5 µM; recombinant hK5, fluorogenic AMC substrate cleavage;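 active = inhibition of 40% or more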;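 also: 0% = enzyme controls without compound and 100% = no-enzyme blanks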
Target sequence (Q9Y337 67-293 limits assumed): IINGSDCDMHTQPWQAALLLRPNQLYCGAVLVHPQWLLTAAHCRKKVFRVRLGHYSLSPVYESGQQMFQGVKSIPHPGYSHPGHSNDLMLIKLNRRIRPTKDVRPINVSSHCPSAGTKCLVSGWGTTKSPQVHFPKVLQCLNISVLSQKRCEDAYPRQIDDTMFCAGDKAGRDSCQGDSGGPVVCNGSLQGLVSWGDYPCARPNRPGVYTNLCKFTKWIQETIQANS
FXIIa inh 1536 = factor XIIa (human) inhibition; inhibition, % at 5 µM; actives 0.3% (n = 220,000); purified FXIIa, Boc-QGR-AMC fluorogenic substrate, 2 h; in the data active = inhibition above about 40%;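 also: 0% = enzyme with no compound and 100% = blank without enzyme; many of its hits are not listed in these tables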
L929 necroptosis = L929 zVAD cell death inhibition; L929 zVAD necroptosis rescue, ATP luminescence, 24 h; with zVAD 60 µM; viability rescue, % at 10 µM; actives 0.38% (n = 220,000);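 active = activation, scaled between plate controls, above about 75%, limit read from the data; inactive = activation under that limit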;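 also: 0% = zVAD with DMSO and 100% = DMSO alone without zVAD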
FXIa inh 1536 = blocks human coagulation factor XIa protease activity | actives 0.14% (n = 220,000) | purified FXIa, Boc-Glu-Ala-Arg-AMC fluorogenic substrate | P03951 | inhibition, % at 5 µM;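 active = inhibition of at least 40%; inactive = inhibition below 40%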;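 also: fluorescence of freed AMC excited at 355 nm; 0% = enzyme without compound and 100% = no enzyme blank; many of its hits are not listed in these tables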
Rad51 HR inh = Rad51 (human) homologous recombination inhibition | Q06609 | hRad51 DNA strand exchange, fluorescence dequenching | inhibition, % at 10 µM | actives 0.085% (n = 200,000);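 active = inhibition above 40% at the single screening dose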;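 also: 0% = DMSO control wells and 100% = blanks with heterologous ssDNA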
Target sequence (Q06609 whole entry, looked up): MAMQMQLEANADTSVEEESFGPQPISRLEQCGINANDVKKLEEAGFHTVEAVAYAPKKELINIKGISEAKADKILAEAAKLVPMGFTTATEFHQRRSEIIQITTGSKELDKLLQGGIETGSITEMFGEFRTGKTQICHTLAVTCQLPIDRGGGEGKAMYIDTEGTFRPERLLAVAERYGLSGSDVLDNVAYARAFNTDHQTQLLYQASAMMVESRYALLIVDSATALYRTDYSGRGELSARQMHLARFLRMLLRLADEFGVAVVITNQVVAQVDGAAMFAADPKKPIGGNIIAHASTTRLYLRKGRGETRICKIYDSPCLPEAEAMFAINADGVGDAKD
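Test system: preformed human Rad51 ssDNA filaments; also added: Donor/quencher-labelled 47-bp dsDNA substrate; doses: 10 µM final, single point; times: 37 °C 15-min filament assembly, 30-min compound preincubation, 15-min exchange; detection: FRET fluorescence dequenching, excitation 485 nm, emission 520 nm; read-out basis: Fluorescence-based percent inhibition, control- and blank-normalised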
Thrombin inh = thrombin (human) inhibition. P00734. alpha-thrombin, Boc-VPR-AMC fluorogenic substrate cleavage. inhibition, % at 5 µM. actives 0.26% (n = 220,000). AID 1046;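 active = inhibition at or above 40%; inactive = inhibition below 40%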;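 also: 0% = enzyme with no compound and 100% = wells without enzyme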
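Assay system: human alpha-thrombin enzyme. Reagent: Boc-VPR-AMC substrate, 15 µM final. Compound dosing: one concentration per compound, 5 µM, with 0.2% DMSO. Incubation: room-temperature reaction. Technique: AMC fluorescence, 355/460 nm. Measure: % inhibition relative to enzyme controls and enzyme-free blanks.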
TNF death inh = blocks TNF-alpha induced death of Jurkat FADD-/- cells; Jurkat FADD-/- TNF necroptosis rescue, ATP luminescence, 24 h; 0 = TNF only, 100 = no-TNF cells; activation (protection from cell death), % at 10 µM; actives 0.068% (n = 220,000);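 active = activation, meaning protection from cell death, of at least 50% relative to plate controls; inactive = activation below 50%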;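 also: necroptosis triggered by 40 ng/mL TNF-alpha added together with compound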
KCC2 mod = modulates chloride dependent transport by human KCC2. actives 2.2% (n = 190,000). Q9H2X9. KCC2 cells, thallium flux FluoZin-2 fluorescence. B-score of Tl+ flux slope (higher = more flux/activation; lower = inhibition) at 10 µM. AID 1456;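 active = thallium flux slope and its plate-corrected score both differing from the plate sample mean at a set confidence after two filtering rounds, in either direction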;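 also: slope of fluorescence scaled to starting intensity during 10 to 20 s after thallium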
Hck-Nef inh = blocks Nef-activated human Hck kinase | actives 0.68% (n = 220,000) | Recombinant Hck-YEEI plus Nef, Z-Lyte FRET kinase assay | inhibition, % at 20 µM | P08631;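 active = Hck-Nef kinase inhibition above about 50%, limit read from the data; inactive = inhibition below that limit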;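 also: 0% = DMSO with Hck plus Nef and 100% = Hck alone without Nef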
* hit, by the source's call; . = not tested or not shown; & = joins results of further samples.

compound	hK5 inh	FXIIa inh 1536	L929 necroptosis	FXIa inh 1536	Rad51 HR inh	Thrombin inh	TNF death inh	KCC2 mod	Hck-Nef inh
N#Cc1nc(-c2ccc(F)cc2)oc1NCc1ccco1	-6	-1	1.0	-6	-1	-9	2.3	0.052	12
N#Cc1c(N2CCCCC2)nc(N)c2c(N)nc3c(c12)CC(CCl)O3 (stereo not drawn)	7	7	1.1	0	28	-11	2.0	0.87	23
COc1ccc(Cl)c(Cn2c(NCc3ccco3)nc3c2c(=O)n(C)c(=O)n3C)c1	-1	15	-0.2	3	2	-4	-4.4	-0.089	8
C=CCOc1ccc(CNCCc2ccc(S(N)(=O)=O)cc2)cc1	.	-2	1.0	-4	-49	-7	3.7	1.4	-1
O=C(CSc1ncc(-c2ccc(F)cc2)[nH]1)Nc1cccc(O)c1	-2	6	1.2	-5	-4	-5	-0.3	-1.2	6
CC(C)Oc1ccccc1-c1nc(SCC(=O)O)n[nH]1	0	12	0.8	3	2	1	0.2	-0.026	3
CCC(c1nnnn1CCc1ccccc1)N(Cc1ccco1)Cc1cc2cc(C)cc(C)c2[nH]c1=O (stereo not drawn)	-4	-9	0.0	-10	-12	0	-3.9	0.039	2
Cc1ccc(S(=O)(=O)N=Nc2c(O)[nH]c3ccccc23)cc1	-4	13	-0.3	-15	10	1	-0.9	.	0
Cc1cc(C)nc(/N=C(\N)Nc2ccc([N+](=O)[O-])cc2)n1	-2	12	-0.2	8	.	4	1.5	0.23	1
COCCNC(=O)CSc1nnc(-c2ccccc2F)n1Cc1ccccc1	0	2	-0.1	-4	30	2	0.5	0.66	19
CCCCCC(=O)NC(NC(=S)N1CCOCC1)C(Cl)(Cl)Cl (stereo not drawn)	17	17	0.5	7	5	0	-2.4	1	11
CCOC(=O)CCCCC(=O)c1[nH]c(=O)[nH]c1CSc1nc(C)cc(C)n1	-4	17	0.4	0	8	-1	-0.3	.	-1
CCO[C@@H]1OC(C(=O)NCc2ccccc2)=C[C@H](C2CC2)[C@H]1CCCO	10	8	-0.3	6	-3	0	0.4	-0.047	-9
CCNC(=O)NC(=O)C(C)OC(=O)c1cc(S(=O)(=O)N2CCCCCC2)ccc1OC (stereo not drawn)	-4	15	-0.2	12	-3	3	-3.7	.	-2
CCOc1ccccc1NC(=O)c1ccoc1C	-1	7	0.6	-1	-7	-7	0.3	0.84	-18
C=CCn1c(P(C)(=O)O)nc2ccccc21	2&-5	-2&-5	0.3&0.4	-8&-2	10&5	0&-5	0.1&1.5	-0.98&0.49	-17&6
COc1ccc2c(=O)c(-c3ccccc3)coc2c1	-1	3	0.4	-5	6	-11	-0.9	-3.7	14
COc1ccc(N2C(=O)C(Cl)=C(N3CCCC3)C2=O)cc1	-23	13	-0.2	7	2	2	-0.6	-1.4	0
CC(C)(C)C(=O)NNC(=O)COc1ccc2ccccc2c1Br	-4	15	5.7	-3	-15	3	0.5	7.8*	6
CCC(=O)NC(=S)Nc1ccc2oc(-c3ccc(OC)cc3)nc2c1	25	27	-1.4	38	3	7	-1.0	0.42	19
CC(=O)C(Sc1ncnc2sc3c(c12)CCCC3)C(C)=O	-7	10	5.9	-12	-9	-21	-2.0	6.4*	13
COC(=O)c1cnn(-c2nc(OC)cc(OC)n2)c1C	-2	26	-0.3	14	-3	0	1.4	0.96	0
Cc1cccc(OCCCC(=O)NC(C)C)c1	14	16	-0.3	3	-5	-1	-1.3	0.57	1
CC1CCCCN1C(=O)C12CCC(C)(/C(=N/O)C1)C2(C)C (stereo not drawn)	1	16	0.6	15	12	0	-0.2	.	-1
CC(C)Nc1nc(NC(C)C)nc(Oc2ccc(/C=N/O)cc2)n1	-16	-8	1.2	-1	-1	-1	-4.0	-0.89	0
COc1ccc(C)cc1NC(=O)CN(c1ccccc1)S(C)(=O)=O	-8	6	0.3	0	-3	-5	-0.2	-0.59	2
NNC(=O)c1[nH]c2ccc(Cl)cc2c1-c1ccccc1	3	3	2.1	6	0	-4	1.2	-0.71	2
O=S(=O)(c1ccc(Oc2ccc(Br)cc2F)nc1)N1CCCCC1	-16	0	-0.4	0	-4	1	-2.6	0.52	0
CC(=O)c1cc(C#N)c(SCc2ccc([N+](=O)[O-])cc2)nc1C	-4	3	0.0	-5	-4	-4	1.4	-0.19	22
COc1ccc(OC)c(-c2c[n+](=O)c3c(n2[O-])CCCC3)c1	-4	15	0.7	1	2	6	1.5	.	0
O=C(O)CCCCCNS(=O)(=O)c1c(Cl)cccc1Cl	-9	11	-0.1	5	-1	-4	-0.5	.	-2
Clc1ccc(/C=N/N2CCN(Cc3ccccc3Cl)CC2)cc1	5	10	3.5	2	1	0	0.4	-0.4	23
COC(=O)c1ccccc1NC(=S)N1CCN(c2ccc(OC)cc2)CC1	-7	3	1.7	-7	-1	-14	-0.3	-0.15	14
O=c1c2ccccc2ncn1CCCCOc1ccc(Br)cc1	-2	.	2.0	4	-2	-5	0.5	1.4	-4
COc1nc(OC)nc(N2CCC(C(=O)NCc3cccs3)CC2)n1	-2	6	0.4	6	-4	2	3.3	-0.75	-1
O=c1cc(CN2CCCCCC2)nc2sccn12	-1	4	0.0	-1	-17	-1	0.2	-1.1	20
CCOC(=O)C1=NNC(C(=O)c2ccc(Cl)cc2)C1c1ccc(OC)cc1 (stereo not drawn)	0	7	3.5	9	22	0	1.0	-0.56	21
OC(COc1c(Cl)cc(Cl)cc1Cl)CN1CCCCC1 (stereo not drawn)	-5	19	0.9	-1	2	4	2.5	.	1
Cc1[nH]c(=O)[nH]c(=O)c1/C=N\NC(=O)CCc1ccc(OC(C)C)cc1	6	10	1.2	-1	17	0	1.3	0.25	20
Cn1c(=O)c(=O)n(C)c2cc(S(=O)(=O)N3CCN(c4ccccc4F)CC3)ccc21	-3	12	.	5	.	-3	-0.3	-2.1	1
Cc1c(N)cc(N)cc1C(=O)O	-2	9	-0.8	1	4	-1	-0.2	0.35	16
O=C(O)c1cn(-c2ccccc2)c(=O)c2ccccc12	5	10	0.0	5	10	1	0.5	.	1
CCC1C(=O)N=C(SCC(=O)Nc2ccc(C(=O)OC)cc2)NC1=O (stereo not drawn)	-29	9	0.4	-2	9	-1	-1.9	0.63	1
Cc1cc(=O)oc2cc(OCc3ccc(C(=O)OCC(=O)NC4CCS(=O)(=O)C4)cc3)ccc12 (stereo not drawn)	-5	3	0.8	1	1	0	0.8	-0.73	43
Cc1ccc(S(=O)(=O)Cc2ccc(C(=O)N3CCN(c4ccc(F)cc4)CC3)o2)cc1	-28	17	2.8	6	-1	-8	-6.4	-0.81	1
O=C(CSc1nnc(-c2ccncc2)n1Cc1ccccc1)Nc1nccs1	-12	12	0.2	3	-7	4	0.2	0.41	-1
O=C(c1ccccc1F)N(NC(=O)C(O)(c1ccccc1)c1ccccc1)c1ccccc1	11	2	-0.4	-3	4	4	-0.1	-0.66	2
Cc1cccc2cc(/C=N/NC(=O)CN3CCOCC3)c(Cl)nc12	-4	22	2.8	10	.	3	-1.7	.	0
Nc1cc(S(=O)(=O)N2CCCCC2)ccc1N1CCOCC1	-2	6	0.5	1	9	.	2.5	-0.69	17
Nc1nnc(CC(=O)N/N=C/c2ccc(-c3ccc(F)cc3)o2)s1	0	3	1.3	-1	12	-8	0.9	-0.61	12
COCCn1c(SCC(=O)NC2CCCC2)nc2cccnc21	-15	2	0.9	12	3	2	-0.2	0.033	-9
COc1ccc(/C=N/NC(=O)c2sc3nc(C)cc(C)c3c2N)cc1	48*	87*	1.1	27	-4	42*	-0.9	0.47	8
O=C(Nc1cccc2ccccc12)OCc1cncs1	-7	2	-0.1	-5	11	-9	-0.7	-1.4	0
CN(C)S(=O)(=O)CC12CCC(CC1=O)C2(C)C (stereo not drawn)	-7	14	-0.4	1	-1	-1	-1.7	.	3
CCOC(=O)Oc1ccc2c(=O)c(Oc3cccc(C)c3)coc2c1	-9	8	0.2	-4	0	-3	-3.6	.	4
COc1cc(C)ccc1OCCOc1cc(C)ccc1Cl	2	9	0.2	2	10	-3	-2.3	0.91	1

The list continues.
compound	hK5 inh	FXIIa inh 1536	L929 necroptosis	FXIa inh 1536	Rad51 HR inh	Thrombin inh	TNF death inh	KCC2 mod	Hck-Nef inh
Cc1cc(Nc2c(C)cccc2C)n2nc(C)nc2n1	-3	-1	-0.5	-9	-1	-3	-0.2	1.6	3
COc1ccc(C(=O)Nc2ccc3cn[nH]c3c2)c(OC)c1	-3	0	69	0	-5	.	-3.6	-0.89	21
CCOc1ccc(NC(=S)Nc2cc(C)[nH]n2)cc1	.	8	0.5	2	.	-1	0.5	-0.54	13
CC(C)C(=O)Nc1ccc(NC(=O)c2cc3ccccc3o2)cc1	0	16	1.1	22	6	-9	0.2	0.046	6
Cc1ccccc1NC(=O)C1CCN(c2cnccn2)CC1	-9	14	-0.2	3	-2	3	0.2	-0.73	1
O=[N+]([O-])c1ccc(Oc2ccc(/C=N/O)cc2)nc1	9	16	0.6	2	2	-2	0.7	0.013	15
Cc1nc2ccc(NC(=O)c3ccc([N+](=O)[O-])cc3)cc2s1	19	10	0.1	22	22	-2	1.7	-0.25	-1
CC(C)(C)SCCNC(=O)CN1C(=O)c2ccccc2S1(=O)=O	0	11	0.6	-1	-4	-1	0.8	0.36	19
CCCOCc1ccc(O)c2ncccc12	-20	-2	6.1	-4	.	-10	-25	1.5	-1
CCCc1cc(=O)[nH]c(SCC(=O)c2c(N)n(C)c(=O)n(C)c2=O)n1	-12	8	1.4	2	-3	-4	-0.8	.	6
Cc1ccccc1C=Nc1ccccc1C(N)=O	-13	2	1.2	1	-24	-9	-2.6	0.013	2
NNC(=O)CSCc1nc(-c2ccccc2)cs1	-6	3	0.2	-9	1	-3	3.6	-0.0097	18
O=C(c1ccc2nc[nH]c2c1)N1CCc2ccccc2C1	9	5	0.5	-1	0	0	0.3	0.72	3
O=C(Oc1ccc2ccc(=O)oc2c1)N1CCOCC1	-12	12	0.3	-2	.	-7	0.8	.	1
S=C(NCCc1ccccn1)NC1CCCCC1	-3	22	-0.1	17	-6	-8	2.9	-1.2	-2
CSc1ccc(CNCCN2CCOCC2)cc1	.	14	0.0	3	.	-8	0.4	1.7	-9
COC(=O)c1ccc(=O)n(Cc2ccco2)c1	8	-5	1.4	-5	-1	-13	2.0	0.45	-4
NNC(=O)CN1C(c2ccc(Cl)cc2)=Nc2ccc(Br)cc2C1c1ccccc1 (stereo not drawn)	5	12	0.1	2	-3	0	-4.9	0.22	1
O=C(OCC(=O)c1cccs1)C1=COCCO1	3	6	0.0	3	-6	-5	-0.1	0.76	3

These rows are one share of the data, so the mix of outcomes need not match the whole.
